Assay outcomes: PubChem BioAssay, National Center for Advancing Translational Sciences (NCATS)
SNCA viab count – cell viability loss counter-screen. Potency, µM (doses to about 57.1 µM), inactives show top-dose activity change, negative = cytotoxicity, actives largely listed as cytotoxic. 150,000 tested, 0.12% active. HEK-293-SNCA-luc viability, GF-AFC fluorescence, 24 h. AID 1671193;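 also: potency is read from the fitted curve at half-maximal effect; 0% = DMSO-treated cells and -100% = medium-only wells without cells; nearly all actives have a fitted effect of over 30% in size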
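HEK-293-SNCA-luc cells (1500/well) plated 24 h, then exposed 24 h to a dilution series; GF-AFC added 30 min at 37C, fluorescence 405/540 nm; normalised to medium-only and DMSO wells, Hill fit.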
GPT2 inhibitor – blocks human glutamate pyruvate transaminase 2 | Q8TD30 | Recombinant GPT2, coupled pyruvate oxidase/HRP Amplex Red fluorescence | Potency, µM (top dose mostly 57.7 µM), without a hit: at the highest dose activity change, negative = inhibition, hits mostly inhibitors | 100,000 tested, 0.25% active | AID 1671188; also: potency is read from the fitted curve at half-maximal effect; nearly all actives have a fitted effect of over 60% in size; many of its hits are not listed in these tables
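Fluorescence read-out: pyruvate from GPT2 turnover coupled to pyruvate oxidase, HRP and Amplex Red (0.2mM ThPP, 0.2U/mL PO and HRP, 50uM Amplex final). Substrates 250uM a-KG, 2mM L-alanine; enzyme 10ng/uL; 30 min RT.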
IP6K1 inhibitor – inhibitors of human IP6K1 | 140,000 tested, 0.81% active | IP6K1 kinase, ADP-Glo luminescence, 2 h; hits give low values | Q92551 | activity change, % (series mostly up to about 58 µM) | AID 1645851; in the data active = activity change below about -25%
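ADP-Glo luminescence measures ADP made by human IP6K1 during a 2 h RT reaction with ATP/IP6 (mix at 1.3 mM/130 uM); top library doses 57.5 and 19.1 uM final.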
HEK293 tox – kills HEK 293 cells; HEK 293 viability, ATP luminescence (CellTiter-Glo), 48-72 h; Potency, µM (doses to about 115 µM), for the others: top-dose activity change, negative = cytotoxicity, usual class: inhibitors; 94,000 tested, 6.6% active; also: potency is read from the fitted curve at half-maximal effect; nearly all actives have a fitted effect of over 60% in size
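qHTS cytotoxicity; HEK 293, 250 cells/well; compound pinned; 48 or 72 hr, 37 degree Celsius, 5% CO2, 95% humidity; CellTiter-Glo, 10 min RT; luminescence (ATP).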
SNCA expr inh – inhibitors of alpha-synuclein (SNCA) gene expression | HEK-293 SNCA-luciferase knock-in, luminescence, 24 h | Potency, µM (top dose mostly 57.2 µM), for inactives: at the top dose activity change, negative = inhibition, actives largely listed as inhibitors | 140,000 tested, 0.17% active;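 also: potency is read from the fitted curve at half-maximal effect; plate controls were DMSO cells for no effect and cell-free wells for full effect; nearly all actives have a fitted effect of over 45% in size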
3T3 cytotox – kills NIH 3T3 cells | NIH 3T3 viability, CellTiter-Glo ATP luminescence, 48-72 h | Potency, µM (highest dose often 96.7 µM), inactives show at the highest dose activity change, negative = cytotoxicity, actives largely listed as inhibitors | 94,000 tested, 4.3% active | AID 1345082; also: potency is read from the fitted curve at half-maximal effect; nearly all actives have a fitted effect of over 55% in size
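Cytotoxicity was measured by CellTiter-Glo ATP luminescence after 48 or 72 h compound exposure at 37 °C. Mouse NIH 3T3 fibroblasts were seeded at 400 cells/well and dosed by 23 nL pin transfer.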
FLuc inh – Photinus pyralis luciferase inhibition | P08659 | purified P. pyralis luciferase, luminescence, biochemical | Potency, µM (series often up to 115 µM), for inactives: at the highest dose activity change, negative = inhibition, most hits filed as inhibitors | 76,000 tested, 2.5% active | AID 1347043; also: potency is read from the fitted curve at half-maximal effect; nearly all actives have a fitted effect of over 65% in size
Target sequence (P08659 whole entry, looked up): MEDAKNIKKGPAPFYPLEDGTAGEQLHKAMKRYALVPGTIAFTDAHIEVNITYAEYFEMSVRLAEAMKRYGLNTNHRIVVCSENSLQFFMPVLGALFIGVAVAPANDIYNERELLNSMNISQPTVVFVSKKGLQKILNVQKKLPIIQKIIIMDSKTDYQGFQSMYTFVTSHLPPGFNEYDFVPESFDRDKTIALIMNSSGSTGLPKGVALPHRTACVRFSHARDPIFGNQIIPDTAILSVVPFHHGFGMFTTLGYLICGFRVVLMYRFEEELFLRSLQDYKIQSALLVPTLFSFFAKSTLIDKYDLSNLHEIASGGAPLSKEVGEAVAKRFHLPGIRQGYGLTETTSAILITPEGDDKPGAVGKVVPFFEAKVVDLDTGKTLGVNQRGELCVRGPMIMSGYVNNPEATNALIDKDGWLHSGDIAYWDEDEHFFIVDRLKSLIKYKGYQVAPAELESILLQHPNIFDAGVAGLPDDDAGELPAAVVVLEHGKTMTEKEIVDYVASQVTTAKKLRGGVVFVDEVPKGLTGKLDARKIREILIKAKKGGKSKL
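Luminescence read by CCD imaging after purified firefly luciferase (10nM final) was added to substrate buffer holding 10uM D-luciferin and 10uM ATP, pH 7.5, pre-dosed with compound.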
* = called active by the depositor; i = inactive; u = inconclusive; x = no result given; & = joins results of further samples; [ ] = another dose, or the depositor's remark. Unless noted, calls follow the shape of the dose curve; as a rule, active = well fitted curve in the direction sought with a large enough effect; inconclusive = small, poorly fitted or top-dose-only effect, or another doubt; inactive = no such curve, though single readings can be large; an effect the other way counts as inactive or inconclusive. Unless noted, % is scaled to controls: 0 for no effect and ±100 for the full control effect.

Each structure is followed by: SNCA expr inh | FLuc inh | HEK293 tox | GPT2 inhibitor | 3T3 cytotox | SNCA viab count | IP6K1 inhibitor
CCC(O)c1cc2n(n1)CCN(C(=O)CCc1cn3ccccc3n1)C2 (stereo not given)
    4% | 5% | i | i | i | 6% | 10
CN(CC1CCOCC1)S(=O)(=O)Cc1ccccc1Cl
    -12% | -12% | -6% | i | 0% | 14% | 15
CC(C)CNC(=O)N1C[C@@H](Oc2ccccc2)C[C@H]1C(=O)N1CCOCC1
    33%[activator] | 2% | -8% | -1% | -4% | -4% | 32
CC(=O)Nc1ccc(CC(=O)N2CCC3(CCc4nn(Cc5ccccc5)c(=O)n4CC3)CC2)cc1
    -15% | x | -2% | -22% | -11% | 5% | -13
CCn1nccc1C(=O)N1C[C@@H](COC)[C@H](c2ccncc2)C1
    18% | -2% | -1% | i | 0% | -1% | -6
COc1ccc(CC(=O)N[C@@H]2CN(C)C[C@H]2CN(C)C)cc1OC
    4% | -3% | -2% | i | i | 2% | -5
CCCSc1nnc2c(n1)OC(c1ccc(OCC(=O)O)cc1)Nc1ccccc1-2 (stereo not given)
    118%[activator] | x | x | x | x | 6% | -19
Cc1cccc(C(=O)N2CCC(Oc3ccccc3-c3nc(C)no3)C2)c1 (stereo not given)
    -1% | 7% | u | -3% | -16% | -14% | 14
C=CCCC(CN1CCOCC1)Oc1ccc2cccc(OC)c2n1 (stereo not given)
    -28% | 2% | u | u | -10% | -12% | 4
Cc1noc(C)c1S(=O)(=O)N1C[C@@H](Oc2cccnc2)C[C@H]1C(=O)N1CCOCC1
    -10% | 0% | -34% | 0% | -23% | 3% | 8
COc1cc(OC)c(NC(=O)c2cn(C3CCCC3)c(=O)c3c2c2ccccc2n3C)cc1Cl
    9% | x | x | x | x | -5% | 1
COc1ccc(-c2cc(N3CCC(NC(=O)c4ccc(F)c(Cl)c4)C3)n[nH]2)cc1 (stereo not given)
    -12% | 3% | u | 0% | 40µM* | -24% | 7
CC(=O)N1CC2(CCCN(Cc3ccccn3)C2)Cc2ccccc21 (stereo not given)
    2% | x | -18% | 2% | -10% | -4% | 7
CC(=O)NCC(=O)N1Cc2ccccc2CC2(CCN(Cc3ccccc3)C2)C1 (stereo not given)
    -3% | x | -17% | i | -3% | 0% | 0
Cc1cc(N2CCN(CC3CCCCC3)C(CCO)C2)nc(N)n1 (stereo not given)
    4% | 9% | u | i | -27% | -19% | -8
CCc1nccn1CC(=O)NC(C)c1cnn(-c2ccccc2C)c1C (stereo not given)
    -16% | 0% | u | -22% | u | 2% | 17
CCN1C(=O)C(CC(=O)NC2CCCCCC2)Sc2ncccc21 (stereo not given)
    92%[activator] | -16% | -18% | i | -9% | -26% | -1
CNC1CCN(C(=O)CC2(Cc3ccccc3)C(=O)N(C)c3ccccc32)CC1 (stereo not given)
    -14% | -4% | -1% | 1% | -10% | -3% | 1
COc1ccccc1CNC(=O)c1ccc(CSc2nc3ccncc3n2Cc2ccccc2C)cc1
    5% | x | x | x | x | 0% | -6
Cc1cc(O)c(C(=O)c2cnc3c(c2)COc2ccccc2-3)cc1Cl
    6% | x | x | x | x | 1% | -2
O=C(Nc1nccs1)c1ccc2c(c1)OCCN(CCC(F)(F)F)C2
    38%[activator][87.6 µM] | u | u | -22%[88.5 µM] | u | -3%[87.6 µM] | -3
CCOC(=O)C1CCN(C(=O)c2ccc3c(c2)sc2nc(-c4ccccc4)cn23)CC1
    92%[activator] | x | x | x | x | 2% | -1
O=C1CCN(C(=O)[C@@H](Cc2ccccc2)NC(=O)Nc2ccccc2)CCOCCN1
    3% | 3% | -12% | -5% | -10% | 0% | 0
COc1ccc2c(OCc3nnc4ccc(-c5ccccc5)nn34)ccnc2c1
    13% | x | x | i | x | -7%&-2% | -5
CCCN1C(=O)CCc2cc(NC(=O)Cc3c(F)cccc3Cl)ccc21
    -1% | -19% | u | i | u | -7% | 8
Cn1cc(-c2ccc(F)c(Cl)c2)c2nc(CN3CC[S+](=O)([O-])CC3)cn2c1=O
    -1%[87.6 µM] | -4%[172 µM] | -10%[172 µM] | u | u | -11%[87.6 µM] | -10
CCOCCc1nnc(NC(=O)C(=O)c2cc(C)n(-c3cccc(Cl)c3)c2C)s1
    24% | x | x | x | x | -6% | -8
CCOC(=O)N1CCc2c(sc3c2C(=O)NC(c2cc(OC)c(OC)c(OC)c2)N3)C1 (stereo not given)
    -10% | x | x | x | x | -10% | -8
CN1C[C@@H](NC(=O)Nc2ccccc2)C[C@H]1c1nc(-c2ccc(Cl)cc2)no1
    60%[activator][87.6 µM] | 35µM* | u | -11%[88.5 µM] | u | -20%[87.6 µM] | -11
Cn1c(CCNC(=O)CN2CC3CC(C2)[C@H]2CCCC(=O)N2C3)nc2ccccc21 (stereo not given in full)
    2% | -8% | 10% | -9% | i | 2% | 12
O=C1CC(c2ccccc2)N(C(=O)CC2CCCC2)CCCCCCN1 (stereo not given)
    0% | 3% | u | i | -26% | -14% | 4
COc1ccc(-c2nc3ccccc3o2)cc1NC(=O)c1cc([N+](=O)[O-])ccc1N1CCOCC1
    78%[activator] | x | x | x | x | -6% | 5
COc1ccc(C(=O)N2CCC(C(=O)Nc3ccccc3Cl)CC2)cc1
    19% | x | x | x | x | u | 18
Cc1ccc(C)c(NS(=O)(=O)c2ccc3c(c2)n(C)c(=O)n3C)c1
    -5% | x | x | x | x | 1% | -12

Structural class, the entries above containing an aryl thioether with sulfur outside any ring.
Each structure is followed by: SNCA expr inh | FLuc inh | HEK293 tox | GPT2 inhibitor | 3T3 cytotox | SNCA viab count | IP6K1 inhibitor
CCCSc1nnc2c(n1)OC(c1ccc(OCC(=O)O)cc1)Nc1ccccc1-2 (stereo not given)
    118%[activator] | x | x | x | x | 6% | -19
COc1ccccc1CNC(=O)c1ccc(CSc2nc3ccncc3n2Cc2ccccc2C)cc1
    5% | x | x | x | x | 0% | -6

Compounds from the list above with a halogen:
Each structure is followed by: SNCA expr inh | FLuc inh | HEK293 tox | GPT2 inhibitor | 3T3 cytotox | SNCA viab count | IP6K1 inhibitor
CN(CC1CCOCC1)S(=O)(=O)Cc1ccccc1Cl
    -12% | -12% | -6% | i | 0% | 14% | 15
COc1cc(OC)c(NC(=O)c2cn(C3CCCC3)c(=O)c3c2c2ccccc2n3C)cc1Cl
    9% | x | x | x | x | -5% | 1
COc1ccc(-c2cc(N3CCC(NC(=O)c4ccc(F)c(Cl)c4)C3)n[nH]2)cc1 (stereo not given)
    -12% | 3% | u | 0% | 40µM* | -24% | 7
Cc1cc(O)c(C(=O)c2cnc3c(c2)COc2ccccc2-3)cc1Cl
    6% | x | x | x | x | 1% | -2
O=C(Nc1nccs1)c1ccc2c(c1)OCCN(CCC(F)(F)F)C2
    38%[activator][87.6 µM] | u | u | -22%[88.5 µM] | u | -3%[87.6 µM] | -3
CCCN1C(=O)CCc2cc(NC(=O)Cc3c(F)cccc3Cl)ccc21
    -1% | -19% | u | i | u | -7% | 8
Cn1cc(-c2ccc(F)c(Cl)c2)c2nc(CN3CC[S+](=O)([O-])CC3)cn2c1=O
    -1%[87.6 µM] | -4%[172 µM] | -10%[172 µM] | u | u | -11%[87.6 µM] | -10
CCOCCc1nnc(NC(=O)C(=O)c2cc(C)n(-c3cccc(Cl)c3)c2C)s1
    24% | x | x | x | x | -6% | -8
CN1C[C@@H](NC(=O)Nc2ccccc2)C[C@H]1c1nc(-c2ccc(Cl)cc2)no1
    60%[activator][87.6 µM] | 35µM* | u | -11%[88.5 µM] | u | -20%[87.6 µM] | -11
COc1ccc(C(=O)N2CCC(C(=O)Nc3ccccc3Cl)CC2)cc1
    19% | x | x | x | x | u | 18

The list is partial; the hit share may differ from the screen's.
